# Tau FP inhib = blocks human tau fibril formation measured by polarization; P10636; K18 P301L tau heparin fibrillization, Alexa594 FP, 6 h; Potency, µM (series often up to 57.7 µM), for the others: at the highest dose activity, negative = inhibition, usual class: inhibitors; 280,000 tested, 0.39% active; AID 1468; further: potency means the concentration at half of the fitted maximal effect; on the % scale 0 is the no-effect control and ±100 the full control effect; nearly all actives have a fitted effect of over 55% in size
# Target sequence (P10636 561-689 P618L limits assumed): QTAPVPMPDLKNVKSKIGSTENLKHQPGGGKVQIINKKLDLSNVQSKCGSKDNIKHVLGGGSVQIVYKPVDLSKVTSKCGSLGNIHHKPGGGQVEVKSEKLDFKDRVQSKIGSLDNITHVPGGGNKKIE
#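 K18 P301L tau (15 uM unlabeled/0.24 uM Alexa 594-labeled, final) + compound + heparin 20 uM final; 100 mM NaOAc pH 7; 6 hr 37 C; ThT 30 uM final added, 1 hr RT; FP ex 555/em 632 nm.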
# TRb-SRC2 inh = disrupts binding of human TR beta to SRC2; P10828; TRbeta-SRC2 peptide binding, fluorescence polarization; receptor liganded with 1 µM T3; Potency, µM (titrated, usually from 106 µM), for inactives: top-dose activity change, negative = inhibition, hits mostly inhibitors; 280,000 tested, 0.065% active; AID 1469;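 further: potency means the concentration at half of the fitted maximal effect; plate controls were bound peptide for no effect and peptide without receptor for full effect; nearly all actives have a fitted effect of over 50% in size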
#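 Read-out is fluorescence polarization (555 nm excitation, 632 nm emission) of a Texas Red SRC2 coactivator peptide; loss of signal reflects blocked binding to human TRb ligand-binding domain in the presence of 1 uM T3.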
# Tau fluor counter = counter-screen for tau fibril formation inhibitors; tau K18 P301L (four-repeat tau fragment) Alexa594 fluorescence, heparin fibrillization; Potency, µM (highest dose often 57.7 µM), inactives show at the highest dose activity change, negative = decrease; 280,000 tested, 0.93% active; further: potency means the concentration at half of the fitted maximal effect; on the % scale 0 is the no-effect control and ±100 the full control effect; nearly all actives have a fitted effect of over 55% in size
#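 Human K18 P301L tau (15 uM unlabeled plus 0.24 uM Alexa 594-labeled, final) in 100 mM sodium acetate pH 7 was mixed with compound and 20 uM heparin and incubated 6 hr at 37 C.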
# Epigenetic derep = epigenetic control regulation, reporter derepression. murine LDR cells, GFP reporter derepression, 30 h. Potency, µM (top dose mostly 53.9 µM), for the others: at the top dose GFP activation, actives largely listed as activators. 280,000 tested, 0.2% active. AID 1865; further: potency means the concentration at half of the fitted maximal effect; % of control where 0% means no effect; nearly all actives have a fitted effect of over 60% in size
#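 Murine LDR cells bearing a silenced CMV-driven GFP reporter were exposed to compound for 30 h at 37 C. After PBS washes, GFP-positive cells (20-120 um objects) counted by laser-scanning microplate cytometry.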
# TexasRed fluor = alters Texas Red total fluorescence, flagging assay interference; TRb/SRC2 Texas Red total fluorescence interference; Potency, µM (series often up to 106 µM), inactives show at the top dose fluorescence change, negative = quenching; 280,000 tested, 0.29% active; AID 1479; active means well fitted curve in either direction with a large enough effect; inconclusive means small, poorly fitted or top-dose-only effect; further: potency means the concentration at half of the fitted maximal effect; on the % scale 0 is the no-effect control and ±100 the full control effect
#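 Human TRβ ligand-binding domain (0.6 uM) and Texas Red SRC2 peptide (20 nM) in Tris buffer with 1 uM T3 and 5% DMSO were incubated with pinned compound for 5 hr at ambient temperature. Total fluorescence was computed as S + 2P (555/632 nm).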
# NPSR antagonist = blocks cAMP signaling of the human neuropeptide S receptor. Potency, µM (series often up to 38.3 µM), inactives show at the top dose activity change, negative = inhibition, actives largely listed as inhibitors. AID 1461. CHO-NPSR cells, cAMP TR-FRET, antagonist mode. 220,000 tested, 1% active. Q6W5P4; further: potency means the concentration at half of the fitted maximal effect; on the % scale 0 is the no-effect control and ±100 the full control effect; nearly all actives have a fitted effect of over 50% in size; many of its hits are not listed in these tables
# Target sequence (Q6W5P4 whole entry, looked up): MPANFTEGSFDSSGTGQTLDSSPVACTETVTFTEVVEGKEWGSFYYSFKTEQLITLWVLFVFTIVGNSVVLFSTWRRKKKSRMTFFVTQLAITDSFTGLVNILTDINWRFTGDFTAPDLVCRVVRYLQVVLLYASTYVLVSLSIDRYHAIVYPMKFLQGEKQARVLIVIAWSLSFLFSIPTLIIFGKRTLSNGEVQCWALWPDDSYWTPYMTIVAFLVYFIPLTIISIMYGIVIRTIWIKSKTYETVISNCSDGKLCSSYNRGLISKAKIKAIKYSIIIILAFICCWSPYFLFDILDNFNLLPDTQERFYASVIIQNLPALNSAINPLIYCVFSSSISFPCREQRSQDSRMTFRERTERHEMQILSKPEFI
# GLA spleen mod = inhibits or activates alpha-galactosidase in human spleen homogenate | human spleen homogenate, 4MU-alpha-Gal fluorescence, 40 min | Potency, µM (series often up to 80 µM), for the others: at the top dose activity change, negative = inhibition, usual class: inhibitors | 240,000 tested, 0.008% active | AID 2107;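 further: potency means the concentration at half of the fitted maximal effect; 0% = enzyme with vehicle and -100% = no enzyme basal signal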
# Target sequence (P06280 32-429 limits assumed): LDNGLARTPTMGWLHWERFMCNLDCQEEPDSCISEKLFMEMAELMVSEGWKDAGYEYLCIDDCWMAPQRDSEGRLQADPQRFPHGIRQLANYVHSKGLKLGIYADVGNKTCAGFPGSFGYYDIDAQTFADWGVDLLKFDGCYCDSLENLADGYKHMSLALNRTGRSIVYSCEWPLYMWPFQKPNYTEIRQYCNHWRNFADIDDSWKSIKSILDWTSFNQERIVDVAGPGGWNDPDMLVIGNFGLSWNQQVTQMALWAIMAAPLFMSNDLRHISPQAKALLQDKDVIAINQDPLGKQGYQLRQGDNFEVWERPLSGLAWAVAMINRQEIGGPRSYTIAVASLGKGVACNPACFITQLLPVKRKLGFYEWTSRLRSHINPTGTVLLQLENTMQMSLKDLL
#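 Fluorogenic readout (Ex 365/Em 440 nm) of 4-methylumbelliferone released from 1 mM 4-MU-alpha-galactoside by spleen homogenate, 40 min at 37C, pH 5.0. Data normalized to no-enzyme and enzyme controls; Hill-equation AC50 from compound titrations.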
# CBFb-RUNX1 inh = CBF-beta/RUNX1 interaction disruption | AlphaScreen CBFb-His/RUNX1-biotin binding, biochemical | Potency, µM (highest dose often 59.8 µM), for the others: at the top dose activity, negative = inhibition, usual class: inhibitors | 230,000 tested, under 10 active | AID 1477; further: % of control where 0% means no effect
#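 CBF-beta (His) and RUNX1 (biotin), 30 nM each; 20 min preassociation; + compound, 15 min; + beads 50 ng each (Ni, streptavidin), 90 min; RT; AlphaScreen read.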
# Active calls of the source: *; u = inconclusive; x = not tested or not shown; [ ] = remark or other dose. Unless noted, the call rests on the fitted dose curve; in most records, active means well fitted curve in the direction sought with a large enough effect; inconclusive means small, poorly fitted or top-dose-only effect, or another doubt; inactive means no such curve, though single readings can be large; an effect the other way counts as inactive or inconclusive.
SMILES,Tau FP inhib,TRb-SRC2 inh,Tau fluor counter,Epigenetic derep,TexasRed fluor,NPSR antagonist,GLA spleen mod,CBFb-RUNX1 inh
Cc1cccc(OCC(=O)O/N=C(\N)Cc2cccs2)c1,1%,-8%,-18%,1.1%,-3%,-10%[46.1 µM],-6%,u
NNc1nc2ccccc2nc1C(F)(F)F,-4%,-4%,-23%,-1.3%,-2%,15%,10%,-9%
O=C1CC(C(=O)NCc2ccccc2)C2(CCCC2)O1 (stereo not given),-3%,-8%,1%,-1.6%,2%,0%[46.1 µM],7%,4%
COCCNC(=O)/C(C#N)=C/c1ccc(-c2ccc(S(=O)(=O)N3CCOCC3)cc2)o1,8%,8%,-1%,0.0%,-9%,-15%,-9%,-11%
COC(=O)c1cc2sc(C)cc2n1Cc1ccc(F)cc1Cl,-4%,-1%,-10%,0.0%,-3%,x,x,x
CCO[C@@H]1OC(C(=O)O)=C[C@H](c2ccc3c(c2)OCO3)[C@H]1CCCO,3%,-2%,4%,1.6%,-1%,-18%,11%,5%
Cc1cc(NC(=O)c2ccc(S(=O)(=O)N3CCCC3)cc2)nc2c1c(=O)oc1ccccc12,u,-16%,u,-2.1%,3%,u,3%,-1%
COc1ccc(C(C)=O)cc1CSc1ccccn1,8%,7%,-4%,-3.2%,-1%,-4%,5%,16%
O=C(NC(Cc1ccccc1)C(=O)O)/C(=C\c1ccc(Cl)cc1)NC(=O)c1ccccc1 (stereo not given),4%,7%,5%,2.4%,-1%,22%,5%,0%
Cc1cccc(-c2nc(S(=O)(=O)c3ccccc3)c(N3CCN(c4ccccc4)CC3)o2)c1,2%,-3%,-14%,-1.0%,4%,x,x,x
CCCCOc1ccc(S(=O)(=O)n2nc(C)c(S(=O)(=O)N3CCC(C)CC3)c2C)cc1,3%,4%,1%,0.0%,-3%,x,x,x
Nc1nc(CCl)nc(Nc2ccc3ccccc3c2)n1,-5%,10%,u,0.1%,2%,30%,-2%,2%
COc1cccc(C2/C(=C(\O)c3ccc4c(c3)OCO4)C(=O)C(=O)N2CCN(C)C)c1OC (stereo not given),2%,-7%,-7%,-1.1%,0%,14%[46.1 µM],15%,-3%
CCc1ccc(-c2nc(CSCC(=O)NCCCN3CCCC3=O)c(C)o2)cc1,8%,4%,9%,0.0%,-3%,-3%[46.1 µM],5%,-3%
C=CCn1c(C)c(C(C)=O)c(N2CCCC2)nc1=S,4%,-9%,2%,-2.8%,3%,-7%[46.1 µM],9%,6%
Cc1ccc(CNC(=O)c2cc(-c3ccc(Cl)cc3)on2)cc1,1%,11%,-2%,-1.6%,-4%,x,x,x
O=S(=O)(NCc1ccco1)c1ccc(S(=O)(=O)N2CCCCC2)cc1,1%,-21%,-9%,-1.2%,-2%,-4%[46.1 µM],4%,1%
FC(F)(F)C1=CC(c2ccccc2)=NCCN1,3%,2%,0%,0.0%,-1%,-16%[46.1 µM],-6%,8%
Cc1ccc(S(=O)(=O)N2CCC(C(=O)Nc3nnc(COc4ccccc4)s3)CC2)cc1,-10%,-3%,-17%,4.0%,1%,-14%[46.1 µM],u,u
O=C(NCc1ccc(F)cc1)c1cc2sccc2n1Cc1ccc(F)cc1,-3%,-6%,-25%,0.0%,-3%,u,2%,-1%
Cc1cccc2sc(NC(=O)C3CCCO3)nc12 (stereo not given),3%,-3%,-9%,-0.8%,-3%,1%[46.1 µM],1%,-3%
CCNc1nc2c(c(=O)n(Cc3ccccc3)c(=O)n2C)n1Cc1ccccc1,14%,7%,u,-0.2%,-2%,-19%[46.1 µM],1%,-9%
CCN(CC)S(=O)(=O)c1ccc(/C=C/C(=O)Nc2ccccc2N2CCOCC2)cc1,3%,4%,-21%,-1.3%,0%,-20%,3%,-7%
O=C(c1ccco1)N(CCC(c1ccccc1)c1ccco1)Cc1ccc(F)cc1 (stereo not given),-6%,3%,-9%,0.3%,1%,u,5%,9%
COc1ccccc1Cn1c(CCCO)nc2ccccc21,-3%,-6%,-7%,1.9%,2%,-7%[46.1 µM],6%,-2%
COc1cccc(-c2ccc3c(N)c(C(=O)Nc4cc(C(F)(F)F)ccc4OC)sc3n2)c1,-3%,4%,u,1.8%,-4%,x,x,x
Cc1cccc(N2N=C(C(=O)N3CC(=O)Nc4ccccc43)CCC2=O)c1,1%,-5%,-16%,-0.1%,1%,2%,u,4%
Cc1ccc(S(=O)(=O)N(C)C)cc1NC(=O)CSc1nnnn1-c1ccc(O)cc1,-4%,-3%,-21%,1.3%,2%,23%,8%,6%
CCCCCCNS(=O)(=O)c1nc2nc(C)cc(C)n2n1,-8%,1%,-4%,-0.8%,1%,-15%[46.1 µM],-8%,6%
COc1cc2c(cc1OC)CN(C(=O)c1ccc(OC)c([N+](=O)[O-])c1)CC2,-3%,-3%,-13%,0.3%,0%,-27%,-1%,5%
COc1ccc2c(c1)OC1(O)COc3cc(OC)c(OC)cc3C1=C2 (stereo not given),u,-2%,u,-0.2%,-9%,x,29%,x
CC(=O)c1ccc(N2CCN(C(=O)c3ccc4c(Cl)c5c(nc4c3)CCCC5)CC2)cc1,-3%,6%,-2%,-0.1%,-1%,15%,-1%,10%
CC1CCCN(Cc2c(O)ccc3c(=O)c(Oc4ccc(C(C)(C)C)cc4)c(C(F)(F)F)oc23)C1 (stereo not given),5%,5%,-8%,2.7%,1%,x,x,x
O=C(CS(=O)(=O)c1cccc2nsnc12)N1CCN(c2cccc(Cl)c2)CC1,3%,2%,-30%,0.0%,2%,x,x,x
COc1ccc(NC(=O)c2ccc([N+](=O)[O-])cc2[N+](=O)[O-])c(OC)c1,3%,0%,-10%,-1.1%,-5%,10%,0%,-2%
CCCCOc1ccc(CNC(=O)C2CCCN(c3nnc(-n4c(C)ccc4C)s3)C2)cc1 (stereo not given),-10%,1%,-9%,1.6%,1%,x,x,x
COc1ccc(N2CCN(C(CNC(=O)c3ccc4c(c3)OCO4)c3cccnc3)CC2)cc1 (stereo not given),-1%,-9%,-5%,-1.1%,-1%,-16%[46.1 µM],7%,1%
OC(CNC1CCCC1)COc1ccc(-c2ccccc2)cc1 (stereo not given),2%,-2%,-4%,3.3%,-2%,7%,3%,-1%
O=C(Nc1ccc(S(=O)(=O)N2CCCC2)cc1)c1cc(=O)c2ccccc2o1,-7%,7%,-22%,-1.4%,-4%,8%[7.67 µM],2%,-3%
CCCOc1ccc(Br)cc1/C=N/O,0%,10%,-9%,0.0%,1%,14%[46.1 µM],-4%,6%
O=c1cc(COc2ncnc3c(Cl)cc(Cl)cc23)nc2sccn12,-9%,-4%,-6%,1.0%,-6%,-12%,0%,0%
Cc1ccc(NC(=O)c2ccc(OC(=O)COc3ccc(Cl)cc3C)cc2)cc1,9%,4%,3%,1.0%,-2%,9%,1%,7%
COc1ccc(Cl)cc1NC(=O)Cn1ncc2c3ccccc3n(C)c2c1=O,4%,1%,-3%,2.7%,-1%,x,x,x
Cc1ccccc1CNC(=O)CN(c1cccc([N+](=O)[O-])c1)S(C)(=O)=O,-3%,-3%,-4%,-1.3%,-1%,3%,3%,-5%
O=C(Nc1ccc(F)c(Cl)c1)N1CCN(C(=O)c2nsc3ccccc23)CC1,-9%,2%,-25%,-0.1%,0%,x,x,x
CCCCCNC(=O)C(C#N)c1nc2ccccc2nc1N1CCCC1 (stereo not given),-6%,1%,-8%,0.0%,-2%,-7%[46.1 µM],-4%,7%
Cn1c(=O)c2c(nc(CN3CCN(C(=O)c4ccco4)CC3)n2Cc2ccccc2F)n(C)c1=O,10%,-4%,-6%,-1.8%,-4%,-3%[46.1 µM],-6%,3%
COc1ccc(Cl)cc1NC(=O)/C=C/C(=O)O,-1%,-6%,-10%,0.0%,-3%,-6%,-2%,x
Cc1ccc(Cn2c(CN(C)Cc3ccccc3)nc3c2c(=O)n(C)c(=O)n3C)cc1,6%,-2%,-5%,-1.0%,-2%,-25%[46.1 µM],0%,-4%
CCc1nn(CC(=O)NCCN2CCN(C)CC2)c(=O)c2cc3occc3n12,-10%,-4%,4%,-0.4%,-8%,-3%[46.1 µM],-9%,6%

# At a glance, some entries already given.
SMILES,Tau FP inhib,TRb-SRC2 inh,Tau fluor counter,Epigenetic derep,TexasRed fluor,NPSR antagonist,GLA spleen mod,CBFb-RUNX1 inh
Cc1ccc(Cn2c(CN(C)Cc3ccccc3)nc3c2c(=O)n(C)c(=O)n3C)cc1,6%,-2%,-5%,-1.0%,-2%,-25%[46.1 µM],0%,-4%
CCc1nn(CC(=O)NCCN2CCN(C)CC2)c(=O)c2cc3occc3n12,-10%,-4%,4%,-0.4%,-8%,-3%[46.1 µM],-9%,6%

# Other records follow:
SMILES,Tau FP inhib,TRb-SRC2 inh,Tau fluor counter,Epigenetic derep,TexasRed fluor,NPSR antagonist,GLA spleen mod,CBFb-RUNX1 inh
O=c1cc(O)c(-c2ccccc2)c(Cl)[nH]1,9%,-7%,-7%,5.1%,-1%,-9%[46.1 µM],-4%,-3%
COC(=O)CS(=O)(=O)c1ccc(C)cc1,-5%,3%,-7%,-0.3%,-5%,-4%,-4%,-3%
O=C(Cc1cccs1)NCc1cccnc1,-2%,-3%,-5%,0.0%,1%,0%[46.1 µM],-2%,-4%
COc1ccc(C(c2c(O)nc(SC)n(C)c2=O)c2c(O)nc(SC)n(C)c2=O)cc1O,u,9%,-10%,-1.5%,0%,-6%,-1%,-16%
O=C(NCCC1=CCCCC1)C(=O)NCC1OCCCN1S(=O)(=O)c1ccccc1 (stereo not given),4%,3%[53 µM],2%,-1.3%,-1%[53 µM],-7%,7%,-8%
CCCCNc1nc2ccccc2[nH]1,-9%,5%,-5%,-1.0%,2%,6%[46.1 µM],3%,5%
COc1ccc2cc(CCNC(=O)C(C)C)c(=O)[nH]c2c1,-1%,0%,-7%,-0.8%,-1%,-7%[46.1 µM],0%,6%
Clc1cccc(-n2ncc3c(N4CCCCCC4)ncnc32)c1,2%,4%,-8%,0.9%,-2%,x,x,x
COc1ccc(OC)c(NC(=O)COC(=O)CSc2ccc(Cl)cc2)c1,1%,3%,-22%,-0.6%,-1%,20%,2%,10%
CCN1CCN(CC(O)COc2ccc(C(C)=O)cc2)CC1 (stereo not given),3%,-1%,5%,0.8%,-8%,-2%[46.1 µM],-3%,1%

# Source: PubChem BioAssay

# An excerpt; the hit share may differ from the screen's.
